# Source: PubChem BioAssay (several laboratories)
# Pyk2 oligo antag – Pyk2 (human) oligomerization antagonism; Q293 cells, Pyk2 FERM NanoBiT luminescence; stronger effect = lower value; z-score (the deposit names both 25 µM and 10 µM); hit rate 0.83% among 99,000; AID 1347419;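 active = Z-score of -3 or lower, scaled per plate to the spread of control and sample wells; inactive = z-score above -3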;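 also: negative z-score means lost luminescence so less FERM oligomerization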
# hDAT+cocaine – changed human dopamine transporter uptake under cocaine IC80; AID 449768; B-score at 10 µM; LLC-PK1 hDAT cells, [14C]-dopamine uptake with cocaine IC80; actives deviate in either direction; hit rate 1.3% among 110,000;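 active = Z score or B-score, a plate-position-corrected score, falls beyond the plate's 99.7% confidence bounds, in either direction; inactive = both scores lie inside the 99.7% bounds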;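 also: scored against the spread of the other compound wells on the same plate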
# Target sequence (Q01959 whole entry, looked up): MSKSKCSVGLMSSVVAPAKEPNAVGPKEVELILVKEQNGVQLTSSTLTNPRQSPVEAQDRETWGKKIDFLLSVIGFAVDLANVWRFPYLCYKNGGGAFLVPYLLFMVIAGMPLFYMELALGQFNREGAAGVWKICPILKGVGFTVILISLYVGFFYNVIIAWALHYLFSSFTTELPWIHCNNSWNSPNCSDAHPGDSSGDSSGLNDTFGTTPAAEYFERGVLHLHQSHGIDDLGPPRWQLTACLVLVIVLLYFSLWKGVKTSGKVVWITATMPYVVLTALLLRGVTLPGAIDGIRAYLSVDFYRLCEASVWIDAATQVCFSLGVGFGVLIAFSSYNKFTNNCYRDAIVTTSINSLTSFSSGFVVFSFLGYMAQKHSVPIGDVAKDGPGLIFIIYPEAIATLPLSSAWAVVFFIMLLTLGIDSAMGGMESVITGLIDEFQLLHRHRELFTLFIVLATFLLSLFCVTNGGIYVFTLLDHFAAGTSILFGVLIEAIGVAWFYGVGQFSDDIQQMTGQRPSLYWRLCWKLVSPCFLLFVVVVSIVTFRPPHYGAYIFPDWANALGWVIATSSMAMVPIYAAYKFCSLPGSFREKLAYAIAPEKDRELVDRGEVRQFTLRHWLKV
# PostGolgi ctrl – inhibits growth of the yeast control strain; AID 738; hit rate 5% among 98,000; efflux-deficient yeast background strain, growth absorbance A615, 16 h; inhibition, % at 10 µM
# Ecoli WT expand – growth inhibitors of E. coli BW25113 wild type | OD600 absorbance | growth inhibition, % at 100 µM | hit rate 0.15% among 98,000 | AID 710;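 active = growth inhibition above about 50% at one test dose, limit read from the data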;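 also: growth measured after 20 h incubation at 37 °C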
# PostGolgi yeast – growth inhibition of a yeast mutant, post-Golgi transport screen; inhibition, % at 10 µM; hit rate 0.9% among 98,000; AID 739; post-Golgi transport phenotypic cell assay;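 also: yeast cells grown in 1536-well plates; yeast grown about 18 h at 30C before absorbance read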
# PTPN22 act – LYP (human) phosphatase activation; hit rate 0.11% among 96,000; recombinant LYP, DiFMUP fluorescence; 0 = plate median, 100 = signal doubled; activation, % at 2 µM;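 active = activation at 2 µM above a set limit, the mean plus 5 SD, cut at about 37% in these data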
# CYP2C9 inh – blocks human cytochrome P450 2C9. CYP2C9 Supersomes, luciferin-H conversion, luminescence. inhibition, % at 5 µM. hit rate 20% among 96,000. AID 777;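 active = blocking of liver enzyme CYP2C9 beyond about 50% at 5 µM, limit read from the data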; also: values of inactives mirror those of a sister screen read the other way
# Target sequence (P11712 whole entry, looked up): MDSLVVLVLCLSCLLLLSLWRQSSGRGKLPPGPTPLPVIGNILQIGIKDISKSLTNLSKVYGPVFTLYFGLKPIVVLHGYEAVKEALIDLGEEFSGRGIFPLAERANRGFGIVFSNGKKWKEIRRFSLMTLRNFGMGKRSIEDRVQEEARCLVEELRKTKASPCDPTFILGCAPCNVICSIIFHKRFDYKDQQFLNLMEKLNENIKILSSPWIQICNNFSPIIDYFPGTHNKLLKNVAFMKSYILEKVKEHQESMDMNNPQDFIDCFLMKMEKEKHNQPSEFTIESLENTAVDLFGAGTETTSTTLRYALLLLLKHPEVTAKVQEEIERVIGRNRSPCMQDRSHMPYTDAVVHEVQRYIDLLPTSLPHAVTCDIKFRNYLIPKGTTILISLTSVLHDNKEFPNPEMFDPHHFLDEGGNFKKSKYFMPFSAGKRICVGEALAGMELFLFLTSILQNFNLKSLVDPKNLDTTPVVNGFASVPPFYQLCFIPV
# CYP2C9 activ – activators of human CYP2C9. activation factor at 5 µM. recombinant CYP2C9, luciferin-H conversion, luminescence; stronger effect = higher value; factor 1 = untreated enzyme, 0 = blocked. hit rate 1.4% among 96,000;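 active = activation factor of 2 or more for CYP2C9 at a 5 µM dose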;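 also: 0 = sulfaphenazole-blocked wells and 1 = vehicle-only wells; values of inactives mirror those of a sister screen read the other way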
# LYP inh 2 – inhibitors of human LYP (PTPN22) phosphatase; inhibition, % at 2 µM; hit rate 0.21% among 96,000; Q9Y2R2; recombinant LYP catalytic domain, DiFMUP fluorescence; AID 640;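 active = inhibition at 2 µM at or above a set limit, the screen mean plus 3 SD, cut at about 24% in these data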;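 also: 0% = DMSO with enzyme and 100% = enzyme fully blocked by orthovanadate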
# * hit, by the source's call; . = no result given. Rule as the data show it, unless noted: active = inhibition above about 30%; inactive = the rest. This is a random part of the collection; any-hit rate near 24%.
cpd	SMILES	Pyk2 oligo antag	hDAT+cocaine	PostGolgi ctrl	Ecoli WT expand	PostGolgi yeast	PTPN22 act	CYP2C9 inh	CYP2C9 activ	LYP inh 2
1	O=C(c1ccc(C(=O)N2CCOCC2)s1)N1CCOCC1	0.61	-0.0994	4.0	2.0	0.8	-14.3	-3.3	1	16.1
2	CCc1nc(Nc2ccc3c(c2)OCCO3)c2oc3ccccc3c2n1	-3.35*	-0.0407	9.8	-17.0	-3.7	-5.6	20.9	0.8	7.0
3	Nc1cc(=O)[nH]n1C1CCN(c2ccccc2)CC1	-0.49	0.335	1.2	3.0	0.6	3.9	-36.6	1.4	-5.0
4	COc1ccc(OC)c(CCNC(=O)C2CCN(c3nnc(-n4cccc4)s3)CC2)c1	.	0.666	-1.5	-17.0	-0.7	3.0	65.4*	0.3	-3.9
5	CCOC(=O)C(CC)(CC)C(=O)/C=C/c1ccc(Br)cc1	0.05	0.0236	27.2	-15.0	-3.4	-4.8	19.6	0.8	8.4
6	O=C(N/N=C/c1cccc(F)c1)c1csc2c1CCCC2	-0.63	-0.0995	50.1*	-11.0	-8.0	-9.8	-48.2	1.5	12.7
7	CCCC(c1nnnn1CC1CCCO1)N1CCN(c2cc(Cl)ccc2C)CC1 (centres undefined)	-1.97	-0.447	28.6	-20.0	-11.4	-3.7	88.7*	0.1	1.9
8	CS(=O)(=O)c1ccc2c(c1)SC1=NC(=O)/C(=C/c3ccco3)C(=N)N12	-0.1	-0.777	-7.8	-9.0	-11.1	9.9	28.5	0.7	-7.7
9	CC(=O)Nc1nc(COc2ccc3ccccc3c2)cs1	-0.4	0.651	16.3	-5.0	-8.8	-7.7	-13.2	1.1	10.8
10	COc1ccc(N(CC(=O)Nc2ccc(C)cn2)S(=O)(=O)c2c(C)noc2C)cc1	-1.93	-1.13	7.8	-7.0	-5.9	-10.7	70.1*	0.3	8.9
11	Cn1c(SCC(=O)N2CCCCC2)nc2c([nH]c3ccccc32)c1=O	.	-1.07	11.1	1.0	0.0	8.0	20.4	0.8	-12.1
12	CCc1ccc(OCC(=O)N/N=C2\CC(=O)c3ccccc32)cc1	-0.23	0.941	-1.1	0.0	4.4	-12.1	44.0	0.6	12.7
13	COc1ccc(C(=O)Nc2ccc(S(=O)(=O)N3CCCCC3C)cc2)c(OC)c1OC (centres undefined)	-1.78	1.04	3.6	-12.0	1.3	-12.7	33.1	0.7	10.6
14	c1ccc(-n2cnc3cc(NCc4ccccn4)ccc32)cc1	-3.42*	0.0493	6.6	4.0	2.3	-0.5	73.6*	0.3	-2.8
15	O=C(CC1SCCNC1=O)Nc1cccc(C(F)(F)F)c1 (centres undefined)	1.13	-0.388	2.0	7.0	4.4	-3.5	-18.8	1.2	1.9
16	CC(C)Nc1nc(NC(C)C)nc(C(N)=O)n1	0.64	0.285	-5.1	-3.0	-5.5	-11.8	23.8	0.8	12.2
17	COc1ccc(C2c3c(oc4ccccc4c3=O)C(=O)N2c2ccccn2)cc1 (centres undefined)	.	-0.455	4.8	-8.0	8.4	.	15.3	0.8	.
18	CCN(CC)c1ccc(NC(=O)c2ccc(Br)o2)c(C)c1	0.04	0.181	26.9	0.0	-3.4	6.3	-140.3	2.4*	-9.5
19	O=C(Cc1c(F)cccc1Cl)Nc1ccncc1	1.45	-0.687	25.1	10.0	37.0*	-7.1	70.6*	0.3	4.3
20	CSc1cccc(NC(=O)Nc2ccc(Cl)cc2)c1	-1.57	-0.163	-1.8	6.0	-9.7	17.7	3.8	1	-14.8
21	Cc1c(C#N)sc2nc(-c3ccccc3)nc(N3CCCC3)c12	1.29	0.0982	1.8	-7.0	-0.3	0.7	28.5	0.7	-2.4
22	CC(C)(C)C(=O)Cn1ncc(NC2CC2)c(Br)c1=O	-0.1	0.214	11.3	-2.0	-40.7	-9.2	-13.5	1.1	12.0
23	CCn1c(SCc2nc(CC(=O)Nc3ccccc3OC)no2)nnc1-c1cccs1	-0.32	0.0302	8.0	0.0	-3.3	-2.0	21.8	0.8	5.3
24	O=C(Nc1cnc2sc3c(n2c1=O)CCCC3)c1ccc(F)cc1	0.45	-0.198	7.3	0.0	9.5	12.6	15.7	0.8	-16.1
25	CCCCn1c(SCC(N)=O)nc2c(sc3ccccc32)c1=O	-1.95	0.00317	30.0	-5.0	-4.3	9.0	24.3	0.8	-10.3

# Structures listed so far shown as hits in Pyk2 oligo antag:
cpd	Compound	Pyk2 oligo antag	hDAT+cocaine	PostGolgi ctrl	PTPN22 act	CYP2C9 inh	CYP2C9 activ	LYP inh 2
2	CCc1nc(Nc2ccc3c(c2)OCCO3)c2oc3ccccc3c2n1	-3.35*	-0.0407	9.8	-5.6	20.9	0.8	7.0
14	c1ccc(-n2cnc3cc(NCc4ccccn4)ccc32)cc1	-3.42*	0.0493	6.6	-0.5	73.6*	0.3	-2.8

# Continued.
cpd	SMILES	Pyk2 oligo antag	hDAT+cocaine	PostGolgi ctrl	Ecoli WT expand	PostGolgi yeast	PTPN22 act	CYP2C9 inh	CYP2C9 activ	LYP inh 2
26	Cc1ccccc1CN1CCN(Cc2ccccc2C(F)(F)F)CC1	-0.3	-0.683	-3.8	0.0	1.3	-5.8	31.2	0.7	1.8
27	CCC(C)NC(=O)c1c(N)n(/N=C/c2ccccn2)c2nc3ccccc3nc12 (centres undefined)	0.64	1.71	37.4*	-17.0	1.2	-7.3	25.2	0.7	6.4
28	CCOC(=O)Cc1csc(NC(=O)COc2ccc(N(C)S(=O)(=O)c3cccs3)cc2)n1	-2.05	0.293	11.8	-13.0	1.4	.	94.9*	0.1	.
29	CCN(CC)S(=O)(=O)c1cccc2cc(C(=O)O)c(O)cc12	-0.83	-1.04	6.3	3.0	22.2	-1.0	71.1*	0.3	-1.3
30	CCOC(=O)C1=C(C)N(C)C(=O)NC1c1c(C)nn(-c2ccccc2)c1C (centres undefined)	-0.39	-0.00442	3.2	2.0	-5.6	-4.3	4.4	1	7.1
31	COc1ccc(-c2nnc(N(C)C(=O)c3cccnc3)s2)cc1	0.73	0.918	3.5	1.0	-5.3	1.5	11.4	0.9	-2.2
32	Cc1nc(SCC(=O)c2c[nH]c3ccccc23)n[nH]1	-0.47	-0.814	32.4*	10.0	-4.0	4.3	-61.5	1.6	-10.3
33	COc1cccc(NC(=O)NCc2cccn2C)c1	-0.43	-0.68	27.0	7.0	14.1	3.5	4.6	1	-4.5
34	Cc1ccnc2nc(C(=O)N3CCN(S(=O)(=O)c4ccccc4)CC3)nn12	0.96	-0.338	20.1	-3.0	-10.0	-1.7	-19.1	1.2	-0.6
35	O=C(Nc1nc2ccccc2n1CCOc1ccccc1)c1ccco1	-1.55	2.28*	6.5	-2.0	-6.7	6.4	38.5	0.6	-9.0
36	COc1ccccc1N1CCN(C(=O)Nc2cccc(Cl)c2)CC1	0.77	-0.0918	11.4	2.0	12.4	9.0	-17.7	1.2	-9.1
37	O=C(CC1(O)C(=O)N(Cc2ccccc2)c2ccccc21)c1ccncc1 (centres undefined)	0.96	-0.918	17.1	5.0	2.9	-4.5	66.5*	0.3	3.1
38	COCCn1c(SCc2cnc(-c3ccccc3)s2)nnc1-c1ccncc1	0.36	0.939	11.4	2.0	7.2	1.3	32.4	0.7	-4.4
39	COc1ccc(C2(C)NC(=O)N(Cc3cc(Cl)cc4c3OCOC4)C2=O)cc1OC (centres undefined)	-0.21	0.546	-6.5	-3.0	-5.4	4.0	-177.4	2.8*	-6.4
40	CC(=O)Nc1ccc(NC2=Nc3ccccc3N3C2=Nc2c(c(C)nn2-c2ccccc2)C3c2ccccc2)cc1 (centres undefined)	-2.63	-0.0602	-0.7	-14.0	-7.0	8.5	42.5	0.6	-6.7
41	COC(=O)c1sc(=S)n(-c2ccc(Cl)cc2)c1C	-0.79	-0.0137	6.8	0.0	0.2	-4.0	40.2	0.6	5.0
42	O=C(OCCOc1ccc(Br)cc1)c1cnccn1	0.92	-1.59	0.9	11.0	3.7	4.2	-6.0	1.1	-0.5
43	C=CCOc1ccc(C2/C(=C(\O)c3c(C)[nH]c(C(=O)OC)c3C)C(=O)C(=O)N2CCN(C)C)cc1 (centres undefined)	0.68	0.387	2.5	2.0	-1.4	-1.9	-6.1	1.1	-2.3
44	CCOC(=O)Cn1cc(C(=O)c2cccs2)c2ccccc21	-0.49	0.331	5.6	-4.0	-5.2	-9.0	94.5*	0.1	3.8
45	ON1C2CCCCC2N(O)C1c1ccccc1C(F)(F)F (centres undefined)	0.32	0.098	19.4	3.0	-3.4	-21.4	22.0	0.8	22.8
46	COc1ccccc1CNC(=O)c1ccc(NS(C)(=O)=O)cc1	-0.71	-0.429	1.8	3.0	-2.1	-5.4	-95.5	2*	0.3
47	COc1ccc(NC(=O)c2cccnc2C(=O)O)c(OC)c1	-0.5	0.247	3.7	1.0	16.2	0.0	-3.9	1	0.6
48	O=C(Nc1ccc(N2CCOCC2)cc1)C1CCCCC1	-0.2	0.226	10.1	6.0	8.2	-15.2	13.1	0.9	17.6
49	Cn1nc(-c2ccc(Cl)cc2)c2cc(C(=O)NCC3CCCO3)sc21 (centres undefined)	.	-0.00775	10.7	-1.0	-6.7	-7.6	52.6*	0.5	6.3
50	Brc1ccc(-c2nnc3n2-c2ccccc2CC3)cc1	0.97	0.581	6.8	2.0	-3.6	.	62.6*	0.4	.

# (more compounds)
cpd	SMILES	Pyk2 oligo antag	hDAT+cocaine	PostGolgi ctrl	Ecoli WT expand	PostGolgi yeast	PTPN22 act	CYP2C9 inh	CYP2C9 activ	LYP inh 2
51	CC1(C)C(c2ccco2)=[N+]([O-])C2(CCCCC2=O)N1O (centres undefined)	-0.64	-0.548	.	.	.	-1.1	.	.	-1.8
52	C(=NCCCN1CCOCC1)c1ccc2c(c1)OCO2	0.8	0.842	6.4	20.0	-9.4	.	2.0	1	.
53	Cc1cccc(OCc2nnc(N)s2)c1	-0.92	-1.26	-0.7	12.0	1.9	8.7	-2.4	1	-8.8
54	O=C(O)CN(c1ccc(F)cc1)S(=O)(=O)c1ccc2c(c1)OCCO2	0.59	-0.0672	5.1	-1.0	1.4	4.7	23.5	0.8	-8.2
55	CCOC(=O)CNC(=O)c1sc(NC(=O)c2ccccc2)nc1C	-0.22	1.12	.	.	.	0.9	.	.	-4.0
56	Cc1cc(=O)oc2c(C(=O)/C=C/c3ccccc3)c(O)ccc12	-0.09	-0.246	-10.5	-3.0	-6.9	-9.4	-15.3	1.2	7.9
57	NC(=O)C1CCN(C2CC(=O)N(c3cccc(F)c3)C2=O)CC1 (centres undefined)	0.53	-0.574	7.3	8.0	-4.1	1.7	-2.0	1	-3.2
58	Cc1onc(-c2ccccc2Cl)c1C(=O)OCn1nnc2ccccc2c1=O	-2.27	0.753	14.1	-5.0	0.0	7.5	3.9	1	-4.5
59	COc1ccc(CCNC(=O)Cn2nnc(-c3ccc(N(C)C)cc3)n2)cc1OC	-0.09	-0.0417	.	.	.	6.4	.	.	-7.7
60	COCCCNC(=O)c1ccc(NS(C)(=O)=O)cc1	0.72	0.00976	-3.2	5.0	20.7	7.8	8.4	0.9	-12.4
61	OC(COc1ccccc1)CN1C2=NCCCN2c2ccccc21 (centres undefined)	0.04	-0.176	10.8	5.0	2.5	-4.1	1.2	1	7.0
62	CCC(CC)NC(=O)c1ccccc1Oc1ccccc1	-0.48	-0.184	11.1	6.0	-2.4	2.7	17.0	0.8	-1.6
63	Cc1cc(NC(=O)C2C3C(=O)N(Cc4ccc(Cl)cc4)C(C(=O)NC4CCCCC4)C34C=CC2(C)O4)no1 (centres undefined)	0.74	.	1.5	-9.0	0.3	0.9	-24.3	1.2	0.8
64	CCn1c2ccccc2c2cc(NC(=O)c3cc(OC)c(OC)c(OC)c3)ccc21	-2.26	-0.869	3.0	2.0	-14.1	0.7	36.1	0.6	2.0
65	O=C1COc2ccc(C(=O)COC(=O)C3CCN(S(=O)(=O)c4cccs4)CC3)cc2N1	2.21	-0.179	2.5	-3.0	12.1	0.6	5.2	0.9	0.0
66	Cc1ccc(/C=C/c2nnc(-c3ccccc3)o2)cc1	1.47	0.595	0.0	-3.0	-5.8	-13.2	4.7	1	17.8
